High-throughput results deposited in PubChem by several laboratories.
Measles CPE – compounds protecting cells from measles virus cytopathic effect, primary screen, measles RdRp inhibitor project, single point, MLSMR library, absorbance | Measles virus-infected cells, CPE protection | protection (pct of control), % at 4 µM | actives 1.5% (n = 140,000) | AID 841, 2007; in the data active = protection mostly above about 24%, no sharp cut-off; inactive = mostly below about 26%; also: some compounds called inactive have numbers as strong as hits
Yeast lifespan up – compounds extending yeast replicative lifespan, primary screen, S. cerevisiae, OD615; S. cerevisiae growth with nicotinamide; deaD strain in restrictive glucose medium; inhibition of the nicotinamide effect, % at 10 µM; actives 0.68% (n = 130,000); AID 775, 2007;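 active = inhibition above a set limit, placed 3 SD over the median of all compounds, cut at about 26% in these data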;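 also: 0% = nicotinamide-treated wells and 100% = cells grown without nicotinamide; some compounds called inactive have numbers as strong as hits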
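Test system – modified budding yeast, DeaD strain · Compound – single dose 10 µM compound, 0.25% DMSO · Times – culture preincubation 4 h, compound exposure 48 h, both 30 °C · Detection – optical density (absorbance) at 615 nm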
GALR2 blocker – GALR2 antagonists in receptor-expressing cells, primary screen | antagonist mode | actives 0.39% (n = 140,000) | inhibition, % at 4 µM | AID 828, 2007 | Galanin receptor type 2 (Homo sapiens), O43603; in the data active = inhibition above about 27%;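 also: cells stimulated with galanin 1-16 at roughly its EC80; 0% = agonist challenge control and 100% = basal control without agonist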
Target sequence (O43603 whole entry, looked up): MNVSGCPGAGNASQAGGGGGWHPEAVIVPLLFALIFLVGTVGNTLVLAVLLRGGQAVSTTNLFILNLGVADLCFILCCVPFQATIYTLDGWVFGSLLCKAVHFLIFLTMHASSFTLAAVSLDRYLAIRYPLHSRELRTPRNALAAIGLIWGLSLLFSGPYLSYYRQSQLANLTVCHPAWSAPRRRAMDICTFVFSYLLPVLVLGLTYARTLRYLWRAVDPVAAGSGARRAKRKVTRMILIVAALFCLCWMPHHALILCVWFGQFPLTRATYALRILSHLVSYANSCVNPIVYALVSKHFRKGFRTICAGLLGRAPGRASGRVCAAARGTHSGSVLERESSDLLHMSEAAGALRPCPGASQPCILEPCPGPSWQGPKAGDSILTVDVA
NPY Y2 blocker – NPY-Y2 receptor antagonists, primary screen, cell-based | Neuropeptide Y receptor type 2 (Homo sapiens), P49146 | NPY-Y2 expressing cells, antagonist mode | inhibition, % at 2.7 µM | actives 0.99% (n = 140,000) | AID 793, 2007; in the data active = inhibition above about 17%;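 also: 0% = vehicle with agonist challenge and 100% = reference antagonist with challenge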
Target sequence (P49146 whole entry, looked up): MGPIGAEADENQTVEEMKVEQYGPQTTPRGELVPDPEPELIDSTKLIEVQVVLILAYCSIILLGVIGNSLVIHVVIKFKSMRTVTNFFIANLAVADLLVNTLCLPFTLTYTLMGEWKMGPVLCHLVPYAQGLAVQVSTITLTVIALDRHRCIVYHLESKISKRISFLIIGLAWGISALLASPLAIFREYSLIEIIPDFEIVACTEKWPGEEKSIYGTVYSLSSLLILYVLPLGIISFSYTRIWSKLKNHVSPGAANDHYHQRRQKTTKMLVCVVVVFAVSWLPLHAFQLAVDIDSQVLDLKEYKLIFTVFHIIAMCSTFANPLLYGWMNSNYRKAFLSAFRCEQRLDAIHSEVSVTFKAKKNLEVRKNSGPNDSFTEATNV
E-sel TNF inh – E-selectin induction blockers in HUVEC – imaging, immunofluorescence, high content, primary screen. HUVEC TNFa-induced E-selectin immunofluorescence. inhibition, % at 2 µM. actives 0.71% (n = 120,000);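 active = inhibition above the batch mean plus 3 SD, and confirmed as a hit on visual image review, cut at about 43% in these data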;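 also: 0% = TNF-stimulated DMSO wells and 100% = unstimulated control wells; not every result past the cut was called active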
HCT116 PTEN-null – growth suppression of PTEN-null HCT116, primary screen, cell-based, CellTiter-Glo; HCT116 PTEN-null viability, 60 h; hits give low values; viability, % at 10 µM; actives 1.2% (n = 140,000);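 active = viability at or below a set limit, 4 SD under the median of all tested compounds, cut at about 3.7% in these data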;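 also: PTEN knockout HCT116 line with beta catenin targeted HCT116 as companion control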
Phagocytosis inh – inhibitors of macrophage phagocytosis, primary screen, imaging, J774A.1 cells, IgG beads; J774A.1 macrophage IgG-bead phagocytosis; inhibition, % at 5 µM; actives 0.07% (n = 110,000); AID 1029, 2008;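 active = inhibition above the mean of the plate negative controls plus 5 SD, cut at about 13% in these data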;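 also: phagocytic index as fraction of beads internalized from green versus red external bead signal; plate controls were DMSO negative control for no effect and cytochalasin-D positive control for full effect; some results beyond the cut were filed as inactive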
BB579 growth dn – growth inhibitors of yeast BB579 in restrictive medium, primary screen, yeast lifespan-shortening project, S. cerevisiae; inhibition, % at 10 µM; OD615, 48 h; actives 0.51% (n = 140,000);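 active = inhibition above a set limit, 3 SD over the mean compound inhibition, cut at about 44% in these data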; also: inactives centre near -24
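Test system: S. cerevisiae DeaD strain BB579 yeast; Medium: restrictive CSMM-D medium; Compound: one dose, 10 µM compound with 0.25% DMSO; Incubation: 4 h cell preincubation, 48 h compound exposure, 30 °C humidified; Signal: OD at 615 nm; Benchmarks: amphotericin B at 10 µg/mL as positive control.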
HCT116 bCat-KO – primary screen for growth suppressors in beta-catenin knockout HCT116 cells (colon tumor, human); HCT116 beta-catenin knockout viability, CellTiter-Glo, 60 h; hits give low values; viability, % at 10 µM; actives 1.5% (n = 140,000); AID 818, 2007;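 active = viability at or under a set limit, the compound median less 4 SD, cut at about 6% in these data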;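 also: 0% = Hyamine 1622 control at 20 µM and 100% = untreated cell control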
MRP-1 activ – H69AR viability gain despite doxorubicin, primary screen, MRP-1 activator project, H69AR cells, CellTiter-Glo; viability rescue; viability increase, % at 10 µM; actives 0.61% (n = 140,000); AID 799, 2007;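 active = viability gain under doxorubicin at or above a set limit, the compound median plus 3 SD, cut at about 4.7% in these data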;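 also: MRP-1 overexpressing cells given doxorubicin 25 µM after compound pretreatment; 18-22 h compound pretreatment then 72 h with doxorubicin before readout; 0% = doxorubicin-only wells and 100% = vehicle-treated cells without doxorubicin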
Starred values were filed as active, the others as inactive; . = not tested or not shown.

SMILES	Measles CPE	Yeast lifespan up	GALR2 blocker	NPY Y2 blocker	E-sel TNF inh	HCT116 PTEN-null	Phagocytosis inh	BB579 growth dn	HCT116 bCat-KO	MRP-1 activ
CCSc1nc(N)nc(-c2cccs2)c1C#N	26.1	-17.7	-6.6	2.7	.	93.1	-0.6	84.4*	94.0	-0.1
COc1cc(S(=O)(=O)N2CCN(c3ccccc3F)CC2)ccc1Cl	16.7	-5.6	18.3	-0.2	20.9	77.5	-0.8	-32.0	77.2	-0.7
CC(C)n1c(NCc2c[nH]c3ccccc23)nc2ccccc21	39.5	-1.1	5.7	9.0	-4.8	55.5	.	-45.0	49.3	-3.2
CC1=C(C(=O)N2CCOCC2)C(c2cccc3ccccc23)NC(=S)N1 (stereo not given)	11.2	0.8	2.2	1.6	-0.3	92.3	-8.8	-18.6	101.0	3.8
COC(=O)c1ccccc1NC(=O)c1cccs1	17.9	-9.5	-4.7	4.8	-38.2	94.4	-0.3	-16.9	91.8	-1.3
Cc1nn(CC(=O)NCc2cccnc2)c(=O)c2ccccc12	5.8	-5.9	-7.3	2.9	.	93.2	-0.7	-24.5	77.7	-2.4
CCCNC(=O)c1ccc(Cn2c(=S)[nH]c3c([nH]c4ccc(OC)cc43)c2=O)cc1	11.0	-4.0	7.8	-0.8	.	93.3	-7.6	-24.6	82.2	0.3
CC1(C)N=C(c2ccc(Cl)cc2)C(=O)N1	5.2	-5.9	4.8	-0.1	4.9	104.7	1.1	-69.6	88.9	0.2
COc1cccc(/C(O)=C2/C(=O)C(=O)N(CCN3CCOCC3)C2c2cccs2)c1 (stereo not given)	1.8	-10.5	2.0	1.2	-41.1	88.5	.	-16.0	102.3	-1.9
O=C(O)CCC(=O)N1N=C(c2cccs2)CC1c1cn(-c2ccccc2)nc1-c1ccccc1 (stereo not given)	15.4	-7.3	-6.2	0.0	8.5	88.3	-2.3	-8.3	95.0	-1.4
Cn1cccc1/C=N/NC(=O)c1cccnc1	3.9	.	-5.8	0.4	11.6	94.9	.	-20.2	88.7	-0.8
Cc1cc(C)nc(SCc2nc(N)nc(-c3ccccc3O)n2)n1	6.3	-14.6	-6.2	0.1	-4.5	85.6	3.7	-12.4	83.4	0.5
O=[N+]([O-])c1c(NCCO)cc(N2CCN(Cc3ccc4c(c3)OCO4)CC2)c2nonc12	25.6	6.6	-14.2	0.1	.	62.7	-5.0	-28.6	64.3	1.3
COC(=O)c1ccc2c(=O)n(NC(C)=O)c(=S)[nH]c2c1	13.1	2.8	6.5	-0.7	11.2	104.4	1.2	-32.2	85.6	-0.6
O=C(CN1C(=O)c2cccc3cccc(c23)C1=O)N1CCCCC1	4.3	4.6	8.8	2.0	.	98.4	-2.3	-14.0	102.2	-0.6
CCOC(=O)c1c(NC(=O)CN2CCOCC2)sc(C(=O)NC)c1C	-0.6	-2.2	3.9	2.8	-3.4	97.5	1.0	-22.1	103.6	-4.0
Cc1cc(S(=O)(=O)NCc2ccc(S(N)(=O)=O)cc2)c(C)s1	10.0	-2.7	1.6	-0.6	21.7	97.5	-1.4	-0.8	98.3	-0.7
O=S(=O)(Nc1nc2ccccc2nc1N1CCN(c2ccccn2)CC1)c1ccc(Cl)cc1	5.8	2.5	-3.2	3.4	-13.4	87.8	-1.2	-50.7	95.7	-3.2
COc1ccc(NC(=O)CSc2nnc(C(C)C)n2N)cc1	15.9	-16.3	6.6	0.8	-6.2	109.5	1.4	-11.6	99.0	-0.2
O=C(CSc1ncc(-c2ccccc2)[nH]1)Nc1ccccc1	12.2	-9.8	-1.6	2.2	-57.2	90.1	.	-4.8	96.5	0.3
CCCN1C2CCCC1CC(NC(=O)c1ccccc1F)C2 (stereo not given)	3.6	-11.2	11.6	-0.9	-2.5	87.5	-0.5	-20.3	85.7	-1.8
CCOc1ccc(NC(=O)N[C@@H](CCSC)C(=O)OC)cc1	2.9	7.8	0.3	2.2	-20.1	101.4	0.4	-37.0	94.6	-1.3
Cc1ccccc1CNC(=O)Cc1ccccc1[N+](=O)[O-]	10.3	1.7	1.4	4.1	-4.5	89.2	-8.0	-29.4	93.9	-1.6
CCOC(=O)c1oc2ccc(S(=O)(=O)N3CCC(C)CC3)cc2c1C	28.9	-4.3	-15.5	-0.7	-0.3	78.2	-4.7	-6.2	77.3	-1.3
CC1CCN(CC(=O)Nc2ccccc2-c2ccccc2)CC1	1.6	.	7.9	4.0	-10.3	80.6	.	-47.5	75.0	-5.7
O=S1(=O)CCC(SCc2nc3sccn3c2Br)C1 (stereo not given)	5.1	-10.3	6.4	1.5	34.4	100.0	.	-30.4	112.0	-1.4
C[n+]1ccccc1COc1ccc(C(C)(C)C)cc1	5.5	2.3	0.1	5.2	-9.2	88.9	-4.9	-13.8	79.3	-2.3
CCN(CC)S(=O)(=O)c1ccc(NC2=NS(=O)(=O)c3ccccc32)cc1	5.3	-4.9	3.3	-1.3	18.6	99.2	-1.1	-52.8	97.0	-0.2
CC1(C)C2CC=C(/C=N/NC(=O)c3ccc(Cl)cc3)C1C2 (stereo not given)	14.2	-1.4	8.7	3.8	.	90.5	2.8	-18.5	76.7	0.2
c1csc(C2C3=C(Nc4ncnn42)c2ccccc2OC3)c1 (stereo not given)	1.0	-15.9	14.3	4.3	2.6	82.3	-0.5	-49.4	68.7	-1.1
O=C(Nc1cccc([N+](=O)[O-])c1)C12CC3CC(C1)CC(n1cnc([N+](=O)[O-])n1)(C3)C2	22.7	-10.5	0.7	0.5	-13.6	81.0	.	-18.9	94.1	-5.4
CC(=O)c1cccc(NC(=S)NC(=O)c2ccc(Br)cc2)c1	17.3	-2.8	8.0	6.1	26.1	86.1	-2.3	3.3	84.0	-1.6
CCCCn1c(N)c(NCC(C)C)c(=O)[nH]c1=O	6.8	5.8	-2.8	1.6	15.9	96.0	.	-2.2	83.5	-1.4
O=C(O)CSc1c(-c2ccccc2)c2cc(Cl)ccc2[nH]c1=O	2.8	-0.8	-2.5	3.3	.	98.5	-6.2	-26.1	99.7	1.8
OC(c1ccc(OCc2ccccc2)cc1)c1nnc(-c2ccccc2)o1 (stereo not given)	5.8	-7.0	-8.7	7.0	-19.9	96.8	.	-68.2	84.9	-0.3
N#Cc1c(N2CCN(C(=O)c3ccccc3Cl)CC2)nc(-c2ccccc2)c2c1CCCC2	3.0	-14.2	-3.9	6.7	-32.5	53.9	-2.1	-30.0	67.7	-5.8
OCCn1c(SCCOc2ccccc2F)nc2ccccc21	1.5	-0.6	11.8	-0.7	18.7	76.5	-0.1	-2.5	87.3	-1.7
COc1cccc(-c2nnc3n2N=C(c2cc(OC)ccc2OC)CS3)c1	6.8	-9.6	2.0	8.7	-19.1	60.6	.	-42.7	57.2	-1.6
CC1CCN(S(=O)(=O)c2ccc(Cl)cc2)CC1	11.4	3.9	10.1	-0.9	.	93.7	0.7	-28.0	97.7	-1.0
CC(C)Cn1cc(C(=O)NC2CCN(Cc3ccccc3)CC2)c2c3ccccc3n(C)c2c1=O	6.9	-18.9	-4.8	2.8	.	39.7	2.1	-36.5	49.7	-4.8
C=CCNC(=O)c1onc(CSc2ccc(Cl)cc2)c1C(=O)O	4.5	-5.2	-1.3	10.2	-2.1	86.3	.	-15.1	83.5	-0.9
COc1ccc(NC(=O)CSc2nnc(Cc3cccn3C)n2-c2ccc(OC)cc2)cc1	5.1	-1.0	10.2	2.6	-21.1	76.2	-0.1	-38.9	81.3	-3.4
CCOc1ccc(-n2c(O)c(/C=N/NC(=O)C3COc4ccccc4O3)c3ccccc3c2=O)cc1 (stereo not given)	13.1	3.1	-0.8	2.7	-1.5	71.1	-5.3	-13.9	70.8	0.1
CCOC(=O)NC(NC(=S)Nc1ccccc1OC)C(Cl)(Cl)Cl (stereo not given)	46.1	-2.8	-2.1	2.5	.	85.4	-7.5	-9.9	83.8	-0.9
S=C(NCCN1CCOCC1)Nc1ccc(Cl)cc1Cl	22.6	-3.9	9.8	2.1	9.0	67.6	.	1.9	58.8	-4.4
O=C1CNC(=O)/C1=C\c1ccc(O)cc1	8.4	-2.9	1.7	2.7	5.8	102.7	-10.8	-11.8	88.1	-0.2
O=C(COc1ccccc1)NC(=S)Nc1cccc(NC(=O)c2ccccc2Cl)c1	5.3	6.6	1.5	9.7	-21.4	98.5	-9.0	-34.1	93.0	1.0
CCN(CC(=O)NCc1ccc(F)cc1)Cc1nc2ccccc2c(=O)[nH]1	8.8	-18.3	8.8	1.2	-12.6	92.3	-1.3	-45.9	101.3	-2.8
CCCc1cc(=O)n2[nH]c(-c3ccc(C)cc3)cc2n1	19.1	-1.5	13.3	8.6	.	72.3	0.3	-21.6	85.2	-1.0
O=C(c1ccccc1)N(Cc1ccc(F)cc1)C1CCS(=O)(=O)C1 (stereo not given)	1.6	-6.9	0.2	2.9	-6.6	90.0	0.6	4.6	97.7	-1.6
CCOCCn1c(CN2CCN(c3ccc(F)cc3)CC2)nc2c1c(=O)n(C)c(=O)n2C	1.9	-4.1	3.0	-1.4	.	81.0	0.2	10.8	81.6	-0.5
COc1ccc(CNC(=O)CCSCc2ccccc2Cl)c(OC)c1	15.8	-3.0	-7.2	8.2	.	93.0	-7.8	-32.7	89.8	-2.6
CCOC(=O)c1cccnc1NC(=O)c1ccncc1	5.3	-0.4	-1.8	-0.2	.	100.6	-2.5	-10.8	100.0	-2.6
Cn1c(-[n+]2c(-c3ccccc3)cc(-c3ccccc3)cc2-c2ccccc2)nc2c([N+](=O)[O-])cccc21	5.3	22.6	17.2	14.8	-10.1	31.7	-4.1	-41.0	58.5	-3.5
CNS(=O)(=O)c1cc(C(=O)NCc2ccco2)ccc1Cl	4.1	-4.5	-2.2	0.6	10.5	96.2	-1.2	4.7	91.5	-2.3
CCCC(=O)N(c1ccc(OCC)cc1)C1C=CS(=O)(=O)C1 (stereo not given)	4.0	-3.1	-8.0	0.8	-0.5	91.7	-1.5	-45.7	95.9	-2.6
COCCNC(=O)C1CCN(S(=O)(=O)N2CCC3(CC2)OCCO3)CC1	6.5	-17.9	-6.5	0.6	4.2	96.3	.	-39.5	95.4	-0.8
